Screening results deposited in PubChem by several laboratories.
PKA-R1A act – activators of PKA-R1A complex | activation, % at 11.4 µM | PKA-R1A dissociation, Cy5-IP20 fluorescence polarization; scaled: DMSO 0%, 113 µM cGMP 100% | 340,000 tested, 0.083% active;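 active = percent activation above the mean of all tested compounds plus 3 SD, cut at about 19% in these data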;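 also: higher means more PKAc released from R1A so a rise in polarization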
MOR-DOR inv ag – mu-delta opioid heterodimer inverse agonism | inhibition, % at 9.3 µM | 340,000 tested, 0.21% active | cell-based MOR-DOR heterodimer luminescence | P35372+P41143; in the data active = inhibition above about 22%, passing the limit was not always enough;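 also: 0% = cells with DMSO and 100% = wells without cells with DMSO; values of inactives mirror those of a sister screen read the other way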
OPRM1-OPRD1 ag – OPRM1-OPRD1 heterodimerization agonism | P35372+P41143 | cells, luminescence | activation, % at 9.3 µM | 340,000 tested, 0.3% active | AID 504326; in the data active = activation above about 18%;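 also: 0% = vehicle-treated cells and 100% = reference agonist; values of inactives mirror those of a sister screen read the other way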
Arrestin-AP2 inh – inhibitors of human beta-arrestin and AP2 interaction. FITC-arrestin peptide / GST-AP2 beads, flow cytometry; AP2 beta2 appendage carries R879A mutation. inhibition, % at 10 µM. 340,000 tested, 0.31% active. AID 504490;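 active = inhibition above a set limit, near 3 SD of compounds lacking own fluorescence, cut at about 54% in these data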;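 also: plate controls were DMSO wells for no effect and 5 µM unlabelled arrestin peptide for full effect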
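test system = AP2 appendage R879A on GSH beads | buffer or medium = PBS plus Tween 20 (0.05%) and BSA (0.1%) | incubation = 12 min plus 1 h, RT | detection = bead flow cytometry, FITC channel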
HTR5A inv ctr – HTR5A inverse agonism, opioid heterodimer counter-screen. AID 504634. P47898. HTR5A cell line, luminescence. 340,000 tested, 0.083% active. inhibition, % at 9.3 µM; in the data active = inhibition mostly above about 23%, no sharp cut-off; inactive = mostly below about 18%;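 also: 0% = cells with DMSO and 100% = no-cell wells with DMSO; some compounds called inactive have numbers as strong as hits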
PKA-R2B act – activates the human PKA-R2B holoenzyme complex | 340,000 tested, 0.079% active | PKA-R2B holoenzyme dissociation, Cy5-IP20 fluorescence polarization; R2B truncated from residue 108, S112A mutant; 0% DMSO only, 100% 113 µM cGMP | activation, % at 11.4 µM | AID 504700 | P22694+P31323;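 active = activation above a cutoff set at the mean over all compounds plus 3 SD, cut at about 18% in these data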;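 also: higher means more holoenzyme dissociation and a rise in polarization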
Target sequence (P31323 whole entry, looked up, other chains not shown, the tested form may be a part): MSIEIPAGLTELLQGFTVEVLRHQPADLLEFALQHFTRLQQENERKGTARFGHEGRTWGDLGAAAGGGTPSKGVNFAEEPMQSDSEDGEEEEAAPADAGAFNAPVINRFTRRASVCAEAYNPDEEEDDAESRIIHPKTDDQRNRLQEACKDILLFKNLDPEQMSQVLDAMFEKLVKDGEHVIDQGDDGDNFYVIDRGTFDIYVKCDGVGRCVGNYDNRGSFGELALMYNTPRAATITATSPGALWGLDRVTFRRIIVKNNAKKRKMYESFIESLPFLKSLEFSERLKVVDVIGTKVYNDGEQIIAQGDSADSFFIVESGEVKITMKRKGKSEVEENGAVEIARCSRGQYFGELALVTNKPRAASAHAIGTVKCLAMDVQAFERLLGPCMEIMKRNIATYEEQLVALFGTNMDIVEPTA
HTR5A ag – counter-screen for OPRM1-OPRD1 agonists: human HTR5A agonism; activation, % at 9.3 µM; AID 504692; HTR5A agonist assay, luminescence, cell-based; P47898; 340,000 tested, 0.61% active; in the data active = activation mostly above about 9.5%, no sharp cut-off; inactive = mostly below about 7.6%;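 also: 0% = cells with vehicle only and 100% = reference agonist; strong numbers were not always called active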
DSG3 Ab inh – human desmoglein-3 autoantibody binding inhibition; P32926; DSG3-coupled beads, scFv-anti-DSG3-GFP binding, flow cytometry; active compounds read low; binding (percent of control), % at 10 µM; 310,000 tested, 0.48% active;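 active = binding more than 3 SD below its plate's average and above zero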;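 also: hits lower antibody fragment binding to DSG3; some compounds called inactive have numbers as strong as hits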
DAGLB inh – diacylglycerol lipase beta (human) inhibition. HEK293T DAGLB membrane lysate, EnzChek fluorogenic substrate. inhibition, % at 5.17 µM. 340,000 tested, 0.059% active; in the data active = inhibition above about 34%;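 also: 0% = enzyme with vehicle and 100% = wells lacking enzyme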
Target sequence (Q8NCG7 whole entry, looked up): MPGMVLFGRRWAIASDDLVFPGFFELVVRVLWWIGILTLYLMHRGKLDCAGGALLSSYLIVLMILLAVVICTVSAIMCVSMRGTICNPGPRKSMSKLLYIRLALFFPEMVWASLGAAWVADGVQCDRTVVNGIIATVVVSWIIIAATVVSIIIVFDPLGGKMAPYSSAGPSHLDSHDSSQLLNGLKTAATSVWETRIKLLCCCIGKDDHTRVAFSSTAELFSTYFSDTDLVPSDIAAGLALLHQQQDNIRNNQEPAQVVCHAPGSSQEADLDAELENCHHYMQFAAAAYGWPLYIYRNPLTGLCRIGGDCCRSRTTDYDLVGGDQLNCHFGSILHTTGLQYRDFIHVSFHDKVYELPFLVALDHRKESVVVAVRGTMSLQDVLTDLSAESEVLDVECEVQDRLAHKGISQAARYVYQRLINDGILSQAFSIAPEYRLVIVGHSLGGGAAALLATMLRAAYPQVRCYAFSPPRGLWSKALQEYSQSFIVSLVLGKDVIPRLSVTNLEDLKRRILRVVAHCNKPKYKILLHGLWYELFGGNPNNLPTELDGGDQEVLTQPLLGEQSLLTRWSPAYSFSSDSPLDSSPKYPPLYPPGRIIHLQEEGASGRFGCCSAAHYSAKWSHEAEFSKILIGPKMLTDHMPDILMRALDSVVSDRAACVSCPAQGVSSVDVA
V-ATPase pHluor – yeast V-ATPase proton transport regulation by pHLuorin. S. cerevisiae, pHLuorin cytosolic pH fluorescence. response, % at 10 µM. 350,000 tested, 0.37% active. AID 504577; in the data active = response mostly above about 7.3%, no sharp cut-off; inactive = mostly below about 5.4%; also: actives read high; inactives centre near 0; some compounds called inactive have numbers as strong as hits; reference of the scale not given here
* hit, by the source's call; nt = not tested or not shown. Not a hit list; any-hit rate near 2.4%.

The line under a structure holds: PKA-R1A act, MOR-DOR inv ag, OPRM1-OPRD1 ag, Arrestin-AP2 inh, HTR5A inv ctr, PKA-R2B act, HTR5A ag, DSG3 Ab inh, DAGLB inh, V-ATPase pHluor
1	CCOC(=O)c1c(C)n(OCc2ccccc2)c2ccc3nonc3c12
 : -7, -22, 4.0, -4, -16, 9, 2, 86, -11, 1
2	O=C(COC(=O)c1ccc(Cl)c(Cl)c1)NC1CCCC1
 : 2, 5, -1.1, 34, -16, -2, 4, 102, -2, -3
3	Cc1cc(C)nc(SCC(=O)N/N=C/c2cccs2)n1
 : -2, 17, -2.8, -7, 23, 2, -1, 94, -3, 6
4	COc1cccc(OCC(=O)NNC(=O)CCc2ccccc2)c1
 : -3, 7, -1.3, -11, -11, -8, 4, 104, 0, 3
5	O=C(CSc1ccccn1)Nc1ccc2c(c1)oc1ccccc12
 : -4, -2, 0.3, -7, -5, 2, 1, 103, -17, -3
6	CC1CCCC(C)N1CCCNC(=O)CN1C(=O)c2cccnc2Oc2ccc(Cl)cc21 (configuration not stated)
 : -12, 8, -1.5, -11, 2, 4, -1, 103, 0, 3
7	Cc1cccc(NCN2C(=O)C3C4C=CC(C4)C3C2=O)c1 (configuration not stated)
 : 4, 13, -2.4, -2, 7, 1, 1, 104, 0, 0
8	CN(C)S(=O)(=O)c1cccc(NC(=O)c2ccc(-n3cncn3)c([N+](=O)[O-])c2)c1
 : -9, -9, 1.5, 0, -4, 1, 0, 111, 1, 3
9	CCCOc1ccccc1OCC(=O)N1CCN(S(=O)(=O)c2ccc(Cl)cc2)CC1
 : -15, 5, -1.1, -9, -3, -14, 1, 111, -3, -3
10	CCOC(=O)N1CCN(C(=O)c2ccc(CN(c3ccccc3)S(C)(=O)=O)cc2)CC1
 : -3, 15, -2.7, 20, -4, 4, 6, nt, -1, 0
11	COc1ccc(OC(C)C(=O)Nc2cccnc2)cc1 (configuration not stated)
 : 3, 0, 0.1, -4, -15, -7, 6, 95, -1, 0
12	O=S(=O)(NCc1ccc(Cl)cc1)NCc1ccccc1F
 : -6, -9, 1.3, 5, 8, -24, -3, 85, -4, 0
13	CS(=O)(=O)c1cccc(-c2nnc(NC(=O)CCS(=O)(=O)c3ccccc3)o2)c1
 : 1, 7, -1.2, 4, -5, -10, -2, 93, 4, -3
14	COc1ccccc1NC(=O)C1CCN(S(=O)(=O)c2ccc3c(c2)CC(C)N3C(C)=O)CC1 (configuration not stated)
 : -8, 16, -3.0, -5, 7, -14, -1, 106, 2, 6
15	COc1cc(C(=O)NCC(=O)NNC(=O)CN(C)S(=O)(=O)c2ccc(Cl)cc2)cc(OC)c1OC
 : -13, 8, -2.1, -1, -7, -3, 3, 108, -2, -1
16	Cc1ccc2oc(=O)n(CC(=O)OC(C)C)c2c1
 : -5, 4, -0.6, -2, -30, 1, -1, 105, 1, 1
17	Cc1cc(C)n(CC(=O)N2N=C(C(F)F)CC2(O)C(F)F)n1 (configuration not stated)
 : 1, 8, -1.5, 2, -18, -13, -2, nt, 2, -5
18	Cc1ccc(C(=O)Nc2cc(C)c(OCC(=O)N3CCOCC3)c(C)c2)cc1
 : 4, 5, -0.9, 7, 5, -1, -1, 106, 2, 3
19	O=C(NCc1ccccn1)C1CCC(=O)N(Cc2ccc(Cl)cc2)C1 (configuration not stated)
 : -1, 1, -0.1, 10, 12, -2, 4, 103, 0, 5
20	COc1ccc(CN(C)C(=O)c2cccc(S(=O)(=O)N3CCN(c4ccccc4)CC3)c2)c(OC)c1OC
 : 1, -1, 0.2, 41, -5, 3, 1, 101, -1, 10

Reformatted with tabs: entries from further up.
nr	Compound	PKA-R1A act	MOR-DOR inv ag	OPRM1-OPRD1 ag	Arrestin-AP2 inh	HTR5A inv ctr	PKA-R2B act	HTR5A ag	DSG3 Ab inh	DAGLB inh	V-ATPase pHluor
1	CCOC(=O)c1c(C)n(OCc2ccccc2)c2ccc3nonc3c12	-7	-22	4.0	-4	-16	9	2	86	-11	1
2	O=C(COC(=O)c1ccc(Cl)c(Cl)c1)NC1CCCC1	2	5	-1.1	34	-16	-2	4	102	-2	-3
3	Cc1cc(C)nc(SCC(=O)N/N=C/c2cccs2)n1	-2	17	-2.8	-7	23	2	-1	94	-3	6
4	COc1cccc(OCC(=O)NNC(=O)CCc2ccccc2)c1	-3	7	-1.3	-11	-11	-8	4	104	0	3
5	O=C(CSc1ccccn1)Nc1ccc2c(c1)oc1ccccc12	-4	-2	0.3	-7	-5	2	1	103	-17	-3
6	CC1CCCC(C)N1CCCNC(=O)CN1C(=O)c2cccnc2Oc2ccc(Cl)cc21 (configuration not stated)	-12	8	-1.5	-11	2	4	-1	103	0	3
7	Cc1cccc(NCN2C(=O)C3C4C=CC(C4)C3C2=O)c1 (configuration not stated)	4	13	-2.4	-2	7	1	1	104	0	0

Next part:
The line under a structure holds: PKA-R1A act, MOR-DOR inv ag, OPRM1-OPRD1 ag, Arrestin-AP2 inh, HTR5A inv ctr, PKA-R2B act, HTR5A ag, DSG3 Ab inh, DAGLB inh, V-ATPase pHluor
21	Cc1ccc(C)c(NC(=O)CS(=O)(=O)c2cn(C)c3ccccc23)c1
 : 1, 9, -1.6, 7, -9, -10, 3, 104, 1, 2
22	COc1cccc2[nH]c3c(=O)n(CCN(C)C)cnc3c12
 : -2, -1, 0.2, -63, -15, 9, -5, 96, 2, nt
23	Cc1c(NC(=O)C(=O)/C=C(\O)c2ccc(Cl)cc2)c(=O)n(-c2ccccc2)n1C
 : 8, 1, -0.1, 9, -33, -1, 2, 121, 3, 1
24	CCN1CCCC1CNc1ccc(S(C)(=O)=O)cc1[N+](=O)[O-] (configuration not stated)
 : -2, 0, 0.0, 23, -6, 3, 2, nt, -2, -2
25	Cc1nn(-c2ccccc2)c(C)c1NC(=O)COc1ccccc1C#N
 : -5, nt, nt, nt, nt, -2, nt, 102, 1, 1
26	Cc1ccc(-n2ncc(Cl)c2C(=O)NC2CC2)cc1
 : -3, 1, -0.2, -15, 10, 8, -4, 98, -7, -1
27	Cc1csc(N(C(=O)c2cccc(S(=O)(=O)N3CCCC3)c2)c2ccccc2)n1
 : -7, 11, -1.9, -14, 31, 6, 0, 102, -4, -1
28	CCc1ccccc1NC(=O)Cc1ccc(-n2cccc2)cc1
 : -7, 3, -0.6, 14, -11, -7, 3, 103, -3, -1
29	CCOC(=O)c1ccc(NC(=O)CSC2=NC(=O)C(CC)C(=O)N2)cc1 (configuration not stated)
 : -13, 19, -3.7, 3, -20, -4, -2, 96, -5, 1
30	O=C(CCCN1C(=O)c2ccccc2C1=O)N1CCOCC1
 : 4, 14, -2.8, -13, 2, 5, 0, 96, -2, 3
31	CC1(C)CC(=O)C(Sc2ccccc2C(=O)O)=C(O)C1
 : -5, 0, 0.0, 28, 4, -7, -2, 92, -2, -2
32	Cc1ccc2nc(Cc3ccc(N)cc3)oc2c1
 : -6, 12, -2.1, 8, -38, -9, 0, 96, 0, -1
33	COC(=O)c1nc2n(n1)C(c1ccc([N+](=O)[O-])cc1)C(C(=O)Nc1ccc(Cl)cc1)=C(C)N2 (configuration not stated)
 : 5, 4, -0.7, 10, -3, -2, 1, 104, 11, 2
34	C=CCc1cccc2ccc(=O)oc12
 : -7, 9, -1.4, -162, -9, -2, 1, 88, 3, 5
35	CCC(c1nnnn1Cc1ccccc1)N(Cc1cc2cc(OC)ccc2[nH]c1=O)CC1CCCO1 (configuration not stated)
 : -8, 17, -3.0, 2, 14, -3, -6, 106, -2, -4
36	CCC1Oc2ccc(C)cc2N(CC(=O)NCCCN2CCCCC2C)C1=O (configuration not stated)
 : -3, 9, -1.7, -7, 2, 2, -1, nt, 0, 4
37	Cc1ccc(N(CC(=O)NC2CCCC2)C(=O)CCC(=O)Nc2nccs2)c(C)c1
 : 4, 13, -2.1, 30, -1, 5, 0, nt, 3, 2
38	O=C(COc1ccccc1[N+](=O)[O-])Nc1cc(Cl)ccc1C(=O)O
 : -7, 7, -1.4, 0, 2, -2, -1, 101, 7, 1
39	O=C(CN1C(=O)COc2ccccc21)NCCC1=CCCCC1
 : -6, 7, -1.2, -5, 3, -5, 0, 101, -1, -4
40	CCc1ccc(NC(=O)CNC(=O)[C@@H]2Cc3ccccc3CN2C(=O)OC(C)(C)C)cc1
 : -14, -35, 6.5, 8, -6, -2, 2, 96, -5, -1
41	C/C(=N/NC(=O)c1ccc(Br)o1)c1ccncc1
 : -7, 18, -3.4, -4, 11, 4, 1, 109, -1, -1
42	COc1cccc2cc(C(N)=O)oc12
 : -6, 5, -0.9, -7, 6, -7, 2, 105, 0, -2
43	CCN(CC)S(=O)(=O)c1ccc(OC(C)C)c(NC(=O)C2=COCCO2)c1
 : -5, 10, -1.9, -5, 1, 8, 0, 124, -4, 3
44	Cc1cc(=O)[nH]c(SCc2ccc(Cl)cc2)n1
 : 10, 2, -0.4, 31, -17, 0, 6, nt, -2, -1
45	COC(=O)c1ccc(NC(=O)N2CCC(O)(c3cccnc3)CC2)cc1
 : 6, 4, -0.7, -9, -8, -4, 1, 104, -1, 0
46	CCC1S/C(=N/C(=O)NC2CCCCC2)NC1=O (configuration not stated)
 : -10, 2, -0.4, -5, -2, -9, 4, 102, 0, -2
47	Cc1ccc(S(=O)(=O)N2CCN(C(=O)COC(=O)/C=C/c3cccc([N+](=O)[O-])c3)CC2)c(C)c1
 : 2, 16, -4.1, -7, -16, -2, -4, 104, -1, 0
48	CSc1ccc(S(=O)(=O)NCC(=O)OCC(=O)N(C)CC(=O)Nc2ccc(F)cc2)cc1[N+](=O)[O-]
 : 5, -3, 0.8, -14, -7, 6, -1, 100, -2, 2
49	CCOP(=O)(OCC)C(NC(=O)Nc1ccc(Cl)c(Cl)c1)C(N)=O (configuration not stated)
 : -5, 9, -1.9, -3, 10, -2, 3, nt, 0, -3
50	O=C(c1ccoc1)N1CCC2(CC1)Oc1ccc(F)cc1C(=O)C21CC(c2ccccc2)=NO1 (configuration not stated)
 : -11, 0, 0.1, 7, 17, -10, 0, 102, 2, 0
51	COc1cc(C)c(/C=C(\C#N)C(=O)Nc2ccc(C)cc2)cc1C(C)C
 : -4, -9, 1.7, 13, 10, -14, 1, nt, -2, 4
52	COc1ccc(OCC(O)CNC(=O)Nc2cc(F)ccc2C)cc1 (configuration not stated)
 : -14, 2, -0.3, 12, -9, 7, 4, nt, -2, -5
53	O=C(CC1CCCC1)N1CCN(S(=O)(=O)c2cccc(Br)c2)CC1
 : -2, nt, nt, nt, nt, 1, nt, 98, -4, -2
54	COc1ccc(NC(=O)CC2Nc3ccccc3NC2=O)c([N+](=O)[O-])c1 (configuration not stated)
 : 1, 5, -1.0, 0, -20, -1, 2, 111, -1, -5
55	CC(=O)NC(c1cc(Cl)c2cccnc2c1O)C(C)C (configuration not stated)
 : -12, 8, -1.5, 23, 20, -3, -12, 103, 2, 3
56	C#CCNC(=O)C1=C[C@@H](C2CCCCC2)[C@H](CCCO)[C@@H](OCC)O1
 : 6, 8, -1.5, 11, -21, 5, 3, 102, 1, 9
